CD40 NFkB inh = CD40 pathway inhibition in BL2 cells. inhibition, % at 10 µM. actives 0.94% (n = 83,000). BL2 NF-kB luciferase reporter, CD40L-induced, 4 h;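 active = mean inhibition of at least 50% with a set share of replicates also reaching that level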;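 note: 0% = neutral control wells and 100% = IKK inhibitor VII at 50 µM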
An asterisk follows results filed as active; & = joins results of further samples; [ ] = remark or other dose. Some of the compounds tested. The share of hits here may be higher or lower than overall.

molecule | CD40 NFkB inh
C[C@H](CO)N1C[C@H](C)[C@@H](CN(C)S(=O)(=O)c2cn(C)cn2)Oc2ncc(C3=CCCCC3)cc2C1=O | -2.3[25 µM]
COC(=O)c1sccc1NC(=O)C1CCCCC1C(=O)O (stereo not drawn) | 5.0
CCC(C)[C@H](NC(=O)NCCC1=CCCCC1)C(=O)OC (stereo partly drawn) | 18.7
CCCOc1ccc(C(=O)NNC(=O)CCNC(=O)c2ccccc2Cl)cc1OC | 6.0
CN(C)C(=O)c1ccc(-c2ccc(C3[C@@H]4CN(S(=O)(=O)c5ccc(F)cc5)C[C@H]3N4)cc2)cc1 (stereo partly drawn) | -1.1&-0.6
O=C(CN1CCOCC1)N1CCOCC1 | 2.0
CCC(=O)c1ccc(OCC(=O)O)c(OC)c1 | -7.1
CCN(CC)S(=O)(=O)c1ccc(F)cc1 | 14.6
CC(=O)c1c[nH]c(C(=O)Nc2ccc(N3CCCCCC3)cc2)c1 | 25.8
Cc1cc(C(=O)N/N=C/c2sc(N3CCOCC3)nc2-c2ccccc2)c(C)o1 | 4.0
CNc1oc(-c2cccs2)nc1C#N | -15.0
COCCNC(=O)C(c1c[nH]c2ccccc12)N(C(=O)c1snc(C(N)=O)c1N)c1cccc(OC)c1 (stereo not drawn) | 6.8
O=C(Nc1ccc2c(c1)[C@H]1C[C@@H](CC(=O)N3CCc4ccccc4C3)O[C@@H](CO)[C@H]1O2)C1CCOCC1 | -9.5[25 µM]
CCc1cc2c(SCC(=O)N3CCCC3=O)ncnc2s1 | -17.7
Cc1ccccc1-c1ccc(C2[C@@H]3CN(C(=O)Nc4ccc(F)cc4)C[C@H]2N3)cc1 (stereo partly drawn) | 36.9[25 µM]
O=C(Cn1cnc([N+](=O)[O-])n1)NCCc1ccccc1 | -4.1
O=C(COC(=O)CCNS(=O)(=O)c1ccc(Cl)cc1)Nc1ccccc1OC(F)F | 2.0
Cc1cc(C)n(CCN(C)C(=O)CCc2nnc(-c3ccc4c(c3)OCO4)o2)n1 | 0.7
CC(C)C(=O)OC1CCS(=O)(=O)c2sccc21 (stereo not drawn) | 5.2
O=C(c1ccco1)N1CCN(c2ncnc3sc4c(c23)CCC4)CC1 | 22.7
Cc1ccsc1C(=O)OCC(=O)NCCNC(=O)COC(=O)c1sccc1C | 7.1
COc1ccc(S(=O)(=O)Nc2ccc3c(c2)OC[C@H](C)NC[C@@H](C)[C@@H](OC)CN(C)C3=O)cc1 | -5.8[25 µM]
O=C(NCCc1ccccc1)C1CCCN(c2ncnc3c2nc2n3CCCCC2)C1 (stereo not drawn) | 6.9
COc1ccc(OC)c(-c2csc(NC(=O)CN3C(=O)C4CCCCC4C3=O)n2)c1 (stereo not drawn) | 1.3

At a glance, some entries already given:
molecule | CD40 NFkB inh
O=C(COC(=O)CCNS(=O)(=O)c1ccc(Cl)cc1)Nc1ccccc1OC(F)F | 2.0
Cc1cc(C)n(CCN(C)C(=O)CCc2nnc(-c3ccc4c(c3)OCO4)o2)n1 | 0.7
CC(C)C(=O)OC1CCS(=O)(=O)c2sccc21 (stereo not drawn) | 5.2
O=C(c1ccco1)N1CCN(c2ncnc3sc4c(c23)CCC4)CC1 | 22.7

(cont.)
molecule | CD40 NFkB inh
CCCc1ccc(C(=O)CCC(=O)O)cc1 | -9.5
O=C(O)CCCCCNS(=O)(=O)c1c(Cl)cccc1Cl | 10.7
O=C(Nc1ccccc1C(=O)N1CCCCCC1)c1ccccc1Cl | 13.0
CS(=O)(=O)N1[C@H](C#N)[C@H](c2ccc(C#CC3CCCCC3)cc2)[C@@H]1CO | -32.6
Cc1sc2ncnc(N3CCN(C(=O)c4ccco4)CC3)c2c1C | 5.3
Cc1ccc(O)c(-c2cc(C(=O)Nc3cccnc3)[nH]n2)c1 | -96.6
COc1ccc(C[C@H]2CCn3nncc3COC[C@H](CC(C)C)NC2=O)cc1 | -4.6[25 µM]
COc1ccc(CCNC(=O)Nc2cccs2)c(OC)c1 | 1.0
O=C(Nc1ccc(Cl)c(Cl)c1)N[C@@H]1CC[C@H](CCn2cc(C3CCCC3)nn2)O[C@H]1CO | -5.6
COc1ccc(COC(=O)c2cccc(S(=O)(=O)N3CCN(C(C)=O)CC3)c2)cc1F | -3.9
CCCN(CCC)C(=O)c1c(NC(=O)CC)sc2c1CCCCC2 | 3.2
CC(=O)N1CCN(C(=O)c2ccc(S(=O)(=O)Nc3ccccc3Cl)cc2)CC1 | -4.1
N#CCN1C(=O)C2CCCN2c2ccc(S(=O)(=O)N3CCOCC3)cc21 (stereo not drawn) | 22.2
CCOC(=O)c1cc(-c2cccs2)nc2c1c(C)nn2-c1ccccn1 | -6.2
CC(C)CNC(=O)COC(=O)c1ccc([N+](=O)[O-])cc1Cl | -7.8
N#C[C@H]1[C@@H](c2ccc(C3=CCCCC3)cc2)[C@@H](CO)N1C(=O)NC1CCCC1 | -1.3
COc1ccc(NC(=S)N(CCN2CCOCC2)Cc2cc3cc4c(cc3[nH]c2=O)OCCO4)cc1 | -4.2
CC1CCC2(CC1)NC(=O)N(CC(=O)Nc1cccc(S(=O)(=O)N(C)c3ccccc3)c1)C2=O (stereo not drawn) | 5.2
C/C=C/c1ccccc1[C@@H]1[C@@H](C#N)N(C(=O)Cc2ccccn2)[C@H]1CO | 2.9[25 µM]
OCC1(CC2CCCCO2)CCN(Cc2cccc(O)c2)CC1 (stereo not drawn) | 10.7
CN(C[C@H]1N[C@H](CO)[C@H]1c1ccc(-c2cccc(F)c2)cc1)S(C)(=O)=O | -18.7[25 µM]
O=C(Cn1nc(C(F)(F)F)c2c1CCCC2)N1CCOCC1 | 6.3
CC(=O)c1cccc(NC(=O)NCc2ccccn2)c1 | 24.5
c1ccc(CCNCc2cccs2)nc1 | 8.7
O=C(CCc1ccccc1)Nc1cc2c(cc1C(=O)O)OCCCO2 | 5.6
CN1C(=O)c2cc(NC(=O)C3CCOCC3)ccc2OC[C@@H]2O[C@H](CC(=O)NCC3CCCCC3)CC[C@@H]21 | 0.0[25 µM]
O=C(C[C@H]1C[C@@H]2c3cc(NC(=O)c4cccnc4)ccc3O[C@@H]2[C@H](CO)O1)NC1CCCC1 | 6.5
Cc1ccc(C(=O)OCn2nnc3ccccc3c2=O)cc1[N+](=O)[O-] | 4.0
CC12CCCCC1c1ccccc1C(=NCC(=O)O)N2 (stereo not drawn) | 3.1
CN1c2ccc(-c3cccc(C#N)c3)cc2[C@H]2[C@H](CCN2C(=O)C2CCCCC2)[C@H]1CO | 13.2[25 µM]
CCN(CC(=O)NC(=O)Nc1ccccc1F)Cc1ccccc1 | 5.0
CCNC(=O)NC(=O)COC(=O)CCCc1nc2ccccc2s1 | -0.6
COc1ccc(C2c3[nH]c4ccccc4c3CCN2C(=O)Cc2nonc2C)c(F)c1 (stereo not drawn) | -52.7
CC1CCCCN1C(=O)Cn1cnc2c1c(=O)n(C)c(=O)n2C (stereo not drawn) | 20.2
O=C(O)Cn1cc2c(n1)CCCC2 | 3.8
COc1c(C(=O)NCCSC(C)(C)C)ccc2ccccc12 | -59.7
O=C(Nc1ccc(F)cc1)N1CCC(c2nc3c(nnn3Cc3cccc(Cl)c3)c(=O)[nH]2)CC1 | 69.2*
C=CCn1c(-c2cccc(S(=O)(=O)N(CC)CC)c2)n[nH]c1=S | 4.3
O=C1CC(=O)N(c2ccccc2)N1c1ccccc1 | 5.3
CC(C)CN(C(=O)CSc1nc2ccccc2c(=O)[nH]1)c1c(N)n(CC(C)C)c(=O)[nH]c1=O | 0.7
O=C(NCCS(=O)(=O)N1CCN(c2ccccc2)CC1)C12CC3CC(CC(C3)C1)C2 | 2.4
CCCN(CC(=O)Nc1ccccc1C)C(=O)c1ccc2[nH]c3c(c2c1)CC(C)CC3 (stereo not drawn) | 0.3
O=C(Cc1ccccc1)N1C[C@H]2[C@@H](c3ccccc31)[C@@H](CO)N2C(=O)C1CC1 | -0.2
Cc1nc2c(C(=O)NCCc3ccccc3)c[nH]n2c(=O)c1Cl | 0.6
COc1ccc(NC(=O)CN(C)C(=O)/C=C/c2cn(-c3ccccc3)nc2-c2ccc(C)cc2)cc1 | -0.5
Cc1nnc(Sc2nc3c(c(=O)[nH]c(=O)n3C)n2CCc2ccccc2)s1 | 10.9
COCc1cnc(C)nc1N | 2.6
c1ccc(OCc2noc(CN3CC[C@@H]4CCCC[C@H]4C3)n2)cc1 | 4.8
CCC1CCCCN1C(=O)c1cc(S(=O)(=O)N2CCOCC2)ccc1C (stereo not drawn) | 9.6
O=C(CN1CCN(CC(=O)c2ccccc2)CC1)c1ccccc1 | -16.6
CCn1c(C(=O)N2CCC(Cc3ccccc3)CC2)cc2sccc21 | 5.7
N#CCSc1ncnc2c1cnn2CCO | -3.0
COCC(=O)N1[C@H](C#N)[C@H](c2ccc(C3=CCCC3)cc2)[C@H]1CO | -22.1[25 µM]
O=C(Nc1c2c(nc3ccccc13)CCCC2)c1cccc([N+](=O)[O-])c1 | -8.3
CCC(CC)C(=O)Nc1cc(C(=O)OC)cc(C(=O)OC)c1 | -22.9
OCCCCNc1cccc2ccccc12 | -2.7
CCCNC(=O)c1cc2c(c(-c3cccc(-c4cc5ccccc5o4)c3)n1)[C@H](CCO)N(C(=O)NC(C)C)C2 | 55.8*[25 µM]
Cc1cc2c(C)nc(-c3ccccc3)nc2o1 | -83.1
COC(=O)CCc1c(C)c(C#N)c2nc3ccccc3n2c1N1CCCC1 | -1.1
CCCCn1c(CCNC(=O)CC)nc2ccccc21 | 6.0

More structures follow:
molecule | CD40 NFkB inh
CC(Sc1nnnn1C1CCCC1)C(=O)Nc1cccc(S(=O)(=O)N2CCOCC2)c1 (stereo not drawn) | 6.5
CC1CCCC(NC(=O)CSc2n[nH]c(=O)n2Cc2ccccc2)C1C (stereo not drawn) | 5.1
CC(=O)NCCC(=O)Nc1ccc(C(N)=O)cc1 | 8.5
Cc1noc(/C=C/c2ccco2)c1S(=O)(=O)N1CCC(C(=O)NCc2ccco2)CC1 | -13.6
COc1ccc2oc(C)c(C(N)=O)c2c1 | -1.5
CN1[C@@H]2c3ccc(-c4ccncc4)c(=O)n3C[C@H]1[C@H](CO)[C@H]2C(=O)N1CCC(Cc2ccccc2)CC1 | -8.5[25 µM]
CO/N=C/c1c(-c2ccc(Cl)cc2)nc2cc(C)ccn12 | -39.2
CCOC(=O)C1(Cc2ccc(OC)cc2)CCN(C(=O)CN2CCCCC2=O)CC1 | -19.1
Cc1cc(NC(=O)CSCC(=O)Nc2nc3ccccc3[nH]2)no1 | -12.5
Cc1ccc(S(=O)(=O)N[C@H]2CC[C@H](CCNC(=O)C3CCCC3)O[C@@H]2CO)cc1 | -8.3
Cc1ccc(OCC(=O)Nc2ccc(-c3nc4ncccc4o3)cc2)cc1 | 8.1
O=C(Nc1ccc(C(O)c2ccccc2)cc1)[C@@H]1O[C@H](CO)[C@H](O)[C@H](O)[C@H]1O (stereo partly drawn) | 8.7
O=C(O)C1Cn2c(nc3c(c2=O)C2(CCCC2)Cc2ccccc2-3)S1 (stereo not drawn) | 11.9
COc1cc(C(=O)O)nc2ccccc12 | 1.0
Cc1ccc(NC(=O)c2ccc(C#CC3(O)CCCCC3)cc2)cc1C | 6.1
C[C@H](NS(=O)(=O)c1ccc(Cl)cc1)C(=O)OCC(=O)c1ccc[nH]1 | 0.5
COc1ccc(C(=O)N2CC(c3ccccc3)CC2=O)cc1 (stereo not drawn) | -25.4
COC(=O)/C=C1\Nc2ccc(Cl)cc2C(=O)NC1=O | 15.7
C[C@H](CO)N1C[C@H](C)[C@H](CN(C)C(=O)Nc2ccccc2)Oc2ccc(NS(C)(=O)=O)cc2CC1=O | 3.0[25 µM]
CC1(c2ccc3c(c2)OCCO3)NC(=O)N(CC(=O)Nc2c(F)cccc2F)C1=O (stereo not drawn) | -2.7
O=S(=O)(NC[C@@H]1[C@H](c2ccccc2)[C@@H](CO)N1CC1CC1)c1ccccc1 | -0.7[25 µM]
Cn1c(=O)c2cc(NC(=O)CCc3ccccc3)ccc2n1-c1ccccc1F | 5.1
CNC(=S)N1CCC(NC(=O)C(Cc2ccc(F)cc2)NC(C)=O)CC1 (stereo not drawn) | 7.9
CCOC(=O)c1c(C)[nH]c(C(=O)OCc2nc3ccsc3c(=O)[nH]2)c1C | -53.1
Cc1ccc(NC(=O)CNC(=O)c2cccc(C)c2)nc1 | 57.5*
COc1ccccc1NC(=O)c1ccc(NC(=O)COC(=O)C2CC2C)cc1 (stereo not drawn) | -1.9
CC(C)NC1(C#N)CCN(Cc2ccccc2)CC1 | 3.4
O=C(COc1ncnc2sccc12)NC1CCCCC1 | -8.0
O=C(Cc1ccc2c(c1)OCCO2)Nc1cc(Cl)ccc1N1CCOCC1 | 10.4
COc1ccc(OC)c2sc(N3CCc4ccccc4C3)nc12 | -30.4
c1ccc(-c2csc3nnc(SCc4ccc5c(c4)OCCO5)n23)cc1 | 10.8
c1ccc(OCc2nn3c(-c4ccccn4)nnc3s2)cc1 | -52.0
Cc1ccc2c(C)c(C(=O)N3CCC(N4CCC(C(=O)NC5CC5)CC4)CC3)oc2c1 | -0.7
CCOC(=O)c1c(C)c(C(=O)N2CCN(c3ccccc3)CC2)c(C)n1C | 8.0
N#CC1(NC(=O)CSc2nc3ccccc3o2)CCCCC1 | -0.1
O=C(NCC[C@@H]1CC[C@@H](NC(=O)c2ccncc2)[C@H](CO)O1)Nc1ccc(Cl)cc1 | -28.4[25 µM]
O=C(Nc1ccc2c(c1)OCCO2)C1CCN(c2cnccn2)CC1 | -13.0
O=C(O)CC1(CC(=O)Nc2ccc3c(c2)OCCCO3)CCCCC1 | 12.5
CC(=O)OCC(=O)Nc1ccc(Br)c(C)c1 | 15.5
COc1ccc2oc(C(=O)N3CCN(S(=O)(=O)c4ccc(F)cc4)CC3)c(C)c2c1 | 3.7
CN(CC(=O)Nc1ccc(F)cc1)C(=O)COC(=O)Cc1cccs1 | 5.6
O=C(C[C@@H]1CC[C@H]2NC[C@@H](O)COC[C@@H]2O1)NC1Cc2ccccc2C1 | -7.4[25 µM]

Screens from PubChem.
